# HCV inhibitor: inhibitors of hepatitis C virus infection; 340,000 compounds, 3.4% hits; Huh7.5.1 HCVcc-Cre infection, luciferase reporter, 44 h; AID 651820; Potency, µM (top dose mostly 41.8 µM), for inactives: top-dose activity change, negative = inhibition, hits mostly inhibitors
#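 Luciferase read-out (15 sec integration) after a 15 min room-temperature substrate step quantifies HCVcc-Cre infection. Cells, 1,000 per well, had compound added 4 h post-plating, then virus at ~0.5 moi, and were cultured 44 h.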
# Tb PYK inh: inhibitors of Trypanosoma brucei pyruvate kinase; AID 624173; TbPYK enzyme, Kinase-Glo Plus ATP luminescence, 45 min; 410,000 compounds, 0.12% hits; Q57TT1; Potency, µM (series often up to 76.8 µM), for inactives: at the top dose activity, negative = inhibition, actives largely listed as inhibitors; also: nearly all actives have a fitted effect of over 50% in size
#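 Enzyme and substrate buffer are dispensed first and compound is pin-transferred. ADP at 130 uM final then starts the reaction, which runs 45 min at room temperature. Detection reagent is added for 10 min before luminescence is imaged.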
# The depositor's hits bear a star; u = inconclusive; [ ] = remark or other dose. Calls follow the shape of the dose curve; as a rule, active = well fitted curve in the direction sought with a large enough effect; inconclusive = small, poorly fitted or top-dose-only effect, or another doubt; inactive = no such curve, though single readings can be large; an effect the other way counts as inactive or inconclusive. % is scaled to controls: 0 for no effect and ±100 for the full control effect; potency is read from the fitted curve at half-maximal effect.
# The opening 4 compounds as a preview:
SMILES,HCV inhibitor,Tb PYK inh
Cc1cccc(NC(=O)COC(=O)c2ccc3nc(C)c(C)nc3c2)c1,-3%,-1%
Nc1cc(Cl)ccc1C(=O)OCC(=O)NCC1CCCO1 (stereo unspecified),10%,-17%
COc1ccc(NC(=O)N(C)C[C@H]2Oc3ccc(NS(=O)(=O)c4cccs4)cc3C(=O)N([C@H](C)CO)C[C@@H]2C)cc1,7%,0%
CC(=NNC(=O)c1ccncc1)c1ccccc1Cl,0%,5%

# The list itself, repeating the preview:
SMILES,HCV inhibitor,Tb PYK inh
Cc1cccc(NC(=O)COC(=O)c2ccc3nc(C)c(C)nc3c2)c1,-3%,-1%
Nc1cc(Cl)ccc1C(=O)OCC(=O)NCC1CCCO1 (stereo unspecified),10%,-17%
COc1ccc(NC(=O)N(C)C[C@H]2Oc3ccc(NS(=O)(=O)c4cccs4)cc3C(=O)N([C@H](C)CO)C[C@@H]2C)cc1,7%,0%
CC(=NNC(=O)c1ccncc1)c1ccccc1Cl,0%,5%
COc1ccc(/C=C2/CSC/C(=C/c3ccc(OC)c(OC)c3)C2=O)cc1OC,u,-3%
CC(C)=CCc1ccc(O)c(=O)cc1C(C)C,u,-1%
c1ccc2sc(N3CCCCC3)nc2c1,-3%,0%
COc1cc(OC)c(C(=O)Nc2ncn[nH]2)cc1OC,-8%,3%
CCOc1nc(-c2ccccc2)ncc1Oc1ccccc1,u,2%
CSc1ccc(C2NN=C(c3ccccc3)S2)cc1 (stereo unspecified),-3%,-27%
CN1CCc2cc(O)cc3c2[C@H]1Cc1ccc(O)c(O)c1-3,27%,-19%
CC(C)N1CCN(S(=O)(=O)c2ccccc2)c2ccccc21,u,-8%
Cc1ccc(OCCCC(=O)NNC(=O)c2ccccn2)cc1,u,5%
COC(=O)[C@@]1(C)[C@H]2C(=O)N(C)C(=O)[C@H]2[C@H]2CN=C(SC)N21,-2%[8.37 µM],2%
CC(=O)N1CCN(S(=O)(=O)c2cccc(C(=O)OCC(=O)Nc3c(Cl)cccc3C(F)(F)F)c2)CC1,17%,6%

# Single records, from the list above. Values in the order: HCV inhibitor | Tb PYK inh
# `c1ccc2sc(N3CCCCC3)nc2c1` is entered as -3% | 0%
# `CC(C)=CCc1ccc(O)c(=O)cc1C(C)C` is entered as u | -1%
# `COc1ccc(NC(=O)N(C)C[C@H]2Oc3ccc(NS(=O)(=O)c4cccs4)cc3C(=O)N([C@H](C)CO)C[C@@H]2C)cc1` is entered as 7% | 0%
# `CN1CCc2cc(O)cc3c2[C@H]1Cc1ccc(O)c(O)c1-3` is entered as 27% | -19%
# `CCOc1nc(-c2ccccc2)ncc1Oc1ccccc1` is entered as u | 2%

# The list goes on:
SMILES,HCV inhibitor,Tb PYK inh
Cc1c(NC(=O)C(C)Oc2ccc(Br)cc2)c(=O)n(-c2ccccc2)n1C (stereo unspecified),4%,0%
COc1ccc(OC)c(CN2CCN(C(=O)c3ccc(C)c(S(=O)(=O)Nc4ccccc4OC)c3)CC2)c1,u,-9%
Cc1cc(OCc2nc(N)nc(N)c2-c2ccc(Cl)c(Cl)c2)ccc1[N+](=O)[O-],u,-1%
Nc1ccc2c(c1)C(=NO)c1cc([N+](=O)[O-])ccc1-2,u,4%
Cc1ccc2c(c1)C1C[N+](C)(CC(=O)c3ccc(Cl)cc3Cl)CCC1N2C(=O)c1ccc(F)cc1 (stereo unspecified),13µM*,u
COc1cc(C(=O)NC2CCN(C)CC2)ccc1Nc1ncc2c(n1)N(CCc1ccccc1)CCC(=O)N2C,-48%,8%
COCCn1c(SCC(=O)Nc2cccnc2Cl)nc2ccccc21,-2%,3%
CC(C)(C)OC(=O)C[C@H]1C/C=C\C[C@H](CC(=O)N(CCO)Cc2ccccc2)C(=O)N[C@@H](c2ccccc2)COC1=O,9%,-2%
COc1ccc(NC(=O)N(C)C[C@H]2Oc3c(NC(=O)NC4CCCCC4)cccc3C(=O)N([C@H](C)CO)C[C@@H]2C)cc1,-11%,-5%
Cc1ccc(S(=O)(=O)N2CCN(C(=O)c3cc(S(=O)(=O)N4CCOCC4)ccc3Cl)CC2)c(C)c1,u,2%
Cc1ccccc1Cn1c(=O)c2c(nc3n2CCCN3Cc2ccccc2)n(C)c1=O,16%,-1%
CCOC(=O)CN(C(=O)CSc1nnnn1C)c1ccccc1,9%,18%
CCCC(NC(=O)c1ccc(Br)o1)c1nc2ccccc2[nH]1 (stereo unspecified),u,-2%
O=C1c2[nH]c(=O)[nH]c(=O)c2CN1Cc1ccccc1,u,3%
O=C1CCN(Cc2ccccc2)C=C1C(=O)c1ccccc1,-16%,-17%
Cc1ccc(OCC(=O)N2CCCCC2C)c([N+](=O)[O-])n1 (stereo unspecified),12%,-7%
O=C(OCc1cc(=O)c(OC(=O)c2ccccc2)co1)c1ccccc1,15%,-7%
CCOC(=O)C1=CN(CC)S(=O)(=O)NC1CC (stereo unspecified),0%,-1%
CSCCC1NC(=O)N(CC(=O)Nc2cccc(S(=O)(=O)N3CCCCCC3)c2)C1=O (stereo unspecified),11µM*,5%
Cc1c(C(c2cc(O)ccc2O)c2c(C)n(C)n(-c3ccccc3)c2=O)c(=O)n(-c2ccccc2)n1C,8%,-21%
O=C(N/N=C/c1ccc(Cl)c([N+](=O)[O-])c1)c1ccc2c(c1)OCCO2,-16%,0%
COc1ccccc1OCC(=O)Nc1sc2c(c1C(N)=O)CCC2,u,0%
CN(C)c1ccc(C(=O)OCC(=O)Nc2cccc(S(=O)(=O)N3CCCC3)c2)cc1,u,1%
CN(C)C(=O)c1ccc(-c2nnc(OCc3nc4ccccc4n3C)c3ccccc23)cc1,20%,4%
O=c1ccn([C@@H]2O[C@H](CNCc3ccc(-n4cccn4)cc3)[C@@H](O)[C@H]2O)c(=O)[nH]1,1%,1%
O=C1CC(=C2c3ccccc3-c3ccccc32)C(=O)N1CCN1CCN(c2ccccc2)CC1,u,5%
O=C(COc1ccc(F)cc1Cl)N(Cc1nnc(-c2ccccc2Cl)o1)C1CC1,-3%,-2%
CC(=O)Nc1ccc(S(=O)(=O)NCC(=O)Nc2ccc3c(c2)OCO3)cc1,-14%,-3%
CC(NC(=O)c1cccs1)c1ccccc1 (stereo unspecified),20%,-8%
Brc1cccc(C=Nc2cccc3ncccc23)c1,0%,5%

# A stretch from the list above:
SMILES,HCV inhibitor,Tb PYK inh
CC(NC(=O)c1cccs1)c1ccccc1 (stereo unspecified),20%,-8%
Brc1cccc(C=Nc2cccc3ncccc23)c1,0%,5%

# Some of these compounds in order of SMILES length, rising:
SMILES,HCV inhibitor,Tb PYK inh
COc1ccccc1OCC(=O)Nc1sc2c(c1C(N)=O)CCC2,u,0%
Cc1ccc(OCC(=O)N2CCCCC2C)c([N+](=O)[O-])n1 (stereo unspecified),12%,-7%
CC(=O)Nc1ccc(S(=O)(=O)NCC(=O)Nc2ccc3c(c2)OCO3)cc1,-14%,-3%
O=C(N/N=C/c1ccc(Cl)c([N+](=O)[O-])c1)c1ccc2c(c1)OCCO2,-16%,0%
O=C1CC(=C2c3ccccc3-c3ccccc32)C(=O)N1CCN1CCN(c2ccccc2)CC1,u,5%
O=c1ccn([C@@H]2O[C@H](CNCc3ccc(-n4cccn4)cc3)[C@@H](O)[C@H]2O)c(=O)[nH]1,1%,1%

# More records
SMILES,HCV inhibitor,Tb PYK inh
Cn1nc(C(=O)OCC(=O)c2ccccc2)c2ccccc2c1=O,-1%,-8%
NC1=NC(=O)C(=Cc2ccccc2)S1,2%,-10%
Cn1c(=O)c2nc(-c3ccccc3)c(-c3ccccc3)nc2n(C)c1=O,u,-7%
Cc1ccc(CNc2ncnc3c2cnn3C2CCCCO2)cc1 (stereo unspecified),-20%,-3%
O=C(CSc1nnc(CN2CCCC2)n1-c1ccccc1)c1ccc2c(c1)OCO2,-19%,-10%
O=C1c2ccccc2S(=O)(=O)c2cc(N3CCN(c4ccccn4)CC3)ccc21,10%,-2%
COc1ccc(-c2ccc3c(c2)[C@@H]2C[C@H]4[C@@H](C(=O)N2CC3)[C@H](C)ON4C)cc1,-11%[8.37 µM],-2%
COc1cccc(NC(=O)COC(=O)c2sccc2C)c1,-8%,0%
Cc1cc(C(=O)CCC(=O)NCC(=O)Nc2c(C)cccc2C)c(C)s1,-8%,-8%
Cc1cc(C)c(NC(=O)CN(C)CC(=O)Nc2cccc(S(=O)(=O)N(C)c3ccccc3)c2)c(C)c1,10µM*,-18%
O=C(NN=Cc1ccc(N(CCCl)CCCl)cc1)c1cccnc1,u,7%
COc1ccc(CN2[C@@H](CC(=O)O)c3ccccc3S2(=O)=O)cc1,15%,2%
CCCN(C(=O)Cc1ccc(S(=O)(=O)N2CCOCC2)s1)c1c(N)n(Cc2ccccc2)c(=O)[nH]c1=O,16%,-9%
COc1cccc(NC(=O)COC(=O)C2CC2)c1,8%,1%
Cc1nc(Nc2nc(-c3ccccc3)cc(=O)[nH]2)nc2ccccc12,8.9µM*,6%
Nc1ncnc2c1ncn2[C@@H]1O[C@H](CO)[C@@H](O)[C@@H]1O,11%,2%
O=C(COC(=O)c1ccc2c(c1)OCCO2)NCCc1ccccc1,17%,1%
COc1ccc(C2=CCCC2)c(OC)c1,8%,-17%
COc1ccccc1CN1CCN(S(=O)(=O)c2ccc(C)cc2)CC1,-10%,14%
C[C@H](CO)N1C[C@H](C)[C@@H](CN(C)C(=O)Nc2ccccc2)Oc2ccc(NC(=O)C3CC3)cc2C1=O,20%,1%
O=C(CC1C[C@H](C(=O)N2CCOCC2)[C@@]2(CCC3CCCC3)c3[nH]c4ccccc4c3CCN2C1=O)NCCC1=CCCCC1 (stereo partly specified),6%,3%
CN(Cc1ccccc1)C(=O)c1ccc(NC(=O)Cc2ccc([N+](=O)[O-])cc2)cc1,u,-7%
O=C(c1ccccc1)N(c1ccccc1)c1ccccc1O,11%,-20%
CC1CCCN(S(=O)(=O)c2cccc(C(=O)OCC(=O)N(C)Cc3c(F)cccc3Cl)c2)C1 (stereo unspecified),22%,2%
N#CCCN(NC(=O)OCc1ccccc1)C(=O)OCc1ccccc1,31%[activator],3%
COc1ccc(NS(=O)(=O)c2ccc(C(=O)N(C)Cc3ccc(C)o3)cc2)cc1,u,-1%
O=CNC1c2ccccc2CCc2ccccc21,17%,-9%
O=C(Nc1ccc(-c2nnc(-c3ccccc3)o2)cc1)c1ccc(Br)o1,-21%,2%
COc1ccc(-c2cc(=O)c3c(OC)c(OC)c(OC)c(OC)c3o2)cc1,10µM*,4%
COc1ccccc1C(=O)CN1C(=O)NC2(CCCCCC2)C1=O,23%,-3%
COc1cc(C(=O)NC2CCN(C)CC2)ccc1Nc1ncc2c(n1)N(C1CCCC1)CCC(=O)N2C(C)C,28%[8.37 µM],5%
COC(=O)[C@]1(C)N[C@H](CN(C)S(=O)(=O)c2ccc(C)cc2)[C@@H]2C(=O)N(C)C(=O)[C@@H]21,19%,1%
COC(=O)c1ccc(C)c(NC(=O)Cn2c(C)csc2=O)c1,5%,2%
COc1cc(OC)cc(C(=O)Nc2ccc(C(=O)Nc3ccccc3OC)cc2)c1,11µM*,3%
CC(=O)c1cn(-c2ccc([N+](=O)[O-])cc2)c(=O)n(C)c1=O,1%,-2%
Cc1ccc(C(=O)Nc2nc3ccc(Cl)cc3s2)o1,u,0%
COc1ccc(C2(C)C(C#N)C(=O)NC(=O)C2C#N)cc1 (stereo unspecified),-4%,-5%
Brc1cnc2ccccc2c1N1CCCCC1,-5%,-5%
O=C1CC(SCCc2nc3ccccc3[nH]2)C(=O)N1c1ccc(F)c(Cl)c1 (stereo unspecified),28%,-1%
Cc1cccc(N2CN(S(=O)(=O)c3cccc([N+](=O)[O-])c3)c3nc4ccccc4nc32)c1,-3%,4%
CN(N=Cc1cccc2cccnc12)c1ccc([N+](=O)[O-])cc1[N+](=O)[O-],-28%,0%
O=C(CN1C(=O)NC(CCc2ccccc2)C1=O)Nc1ccccc1C(F)(F)F (stereo unspecified),5%,1%
CCn1c(CCNC(=O)c2cccs2)nnc1SCC(=O)Nc1cccc(Cl)c1,2%,3%
CC(=O)OC1CCC2(C)C(=CC(=O)C3C2CCC2(C)C(OC(C)=O)CCC32)C1 (stereo unspecified),31%[activator],-6%
CC(=O)Nc1ccc(C(=O)OCC(=O)Nc2c(C)n(C)n(-c3ccccc3)c2=O)cc1,19%,1%
Cc1ccc(S(=O)(=O)NCCC(=O)NCCc2ccccc2)cc1,u,6%
Cc1c(C(=O)NNC(=O)c2cccnc2)cccc1[N+](=O)[O-],8%,4%
CC(=O)OCC(=O)C1(O)CCC2C3CCC4C(OC(C)=O)C(=O)CCC4(C)C3C(=O)CC21C (stereo unspecified),20%,-1%
Nc1ccc(S(=O)(=O)c2ccc(N)nc2)cc1,21%,-3%
CNC[C@H]1Oc2c(NS(=O)(=O)c3ccc(F)cc3)cccc2C(=O)N([C@H](C)CO)C[C@@H]1C,14%,-4%
COc1ccc(C(=O)NCC(c2ccccc2)c2ccccc2)cc1S(=O)(=O)N1CCOCC1,-16%,2%
CCCCN1CC(Br)C(=O)NC1=O (stereo unspecified),9%,-2%
COC(=O)C1=C(c2ccccc2)C[C@@H]2CC[C@H]1N2C(=O)NC1CCCCC1,-20%,-9%
CCOC(=O)C1CCNC(=O)C1=O (stereo unspecified),1%,-11%
C=CCn1c(CNC(=O)CCC)nc2ccccc21,-12%,0%
O=C(Nc1cccc2cccnc12)c1ccccc1Cl,u,5%
Cn1cnc2c(oc3ccccc32)c1=O,12%,-6%
Cc1noc(C)c1C(=O)OCC(=O)Nc1ncc(Cl)c(C)c1Cl,-9%,6%

# Screening data from PubChem.

# Only part of the results is shown; rates above refer to the full screens.
